# Compound activity (PubChem)
# Redox H2O2 prof: compounds producing H2O2 with reducing agent – biochemical, NIH compound library profiling, artefact control for MLSCN library redox annotation, primary screen. DTT-dependent redox cycling H2O2, phenol red/HRP absorbance; 100% = 100 µM peroxide control, 0% = buffer. hit rate 0.03% among 200,000. activation, % at 10 µM;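 active = activation of at least 50% relative to the plate's high and low controls in the primary single-dose screen; inactive = activation below 50%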;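 note: compound incubated with DTT at 0.8 mM final as the reducing agent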
# L major viab: reduces viability of Leishmania major promastigotes; resazurin fluorescence viability; inhibition, % at 10 µM; hit rate 9% among 200,000; AID 1063; in the data active = inhibition above about 50%;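 note: promastigotes grown with compound for 44 hours at 28 °C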
# PPARg SRC-3 ag: promotes SRC-3 coactivator recruitment by human PPARgamma | AID 731 | biochemical PPARgamma/SRC-3 coactivator recruitment assay | P37231 | activation, % at 8 µM | hit rate 0.26% among 200,000; in the data active = activation above about 23%;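 note: 0% = DMSO and 100% = reference agonist; some compounds past the cut are filed as inactive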
# S1P3 antagonist: S1P3 (human) receptor antagonism; hit rate 0.27% among 170,000; Q99500; CHO S1P3 NFAT-BLA reporter, FRET fluorescence, antagonist mode; inhibition, % at 4.98 µM;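 active = inhibition above the plate cutoff, the mean inhibition of test wells on that plate plus 3 SD, cut at about 28% in these data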;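 note: cells challenged with S1P at its EC80 of 0.8 µM; blue over green emission ratio from cleaved BLA substrate after 4 h stimulation; 0% = S1P-stimulated wells and 100% = unstimulated DMSO-only wells; some compounds past the cut are filed as inactive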
# Target sequence (Q99500 whole entry, looked up): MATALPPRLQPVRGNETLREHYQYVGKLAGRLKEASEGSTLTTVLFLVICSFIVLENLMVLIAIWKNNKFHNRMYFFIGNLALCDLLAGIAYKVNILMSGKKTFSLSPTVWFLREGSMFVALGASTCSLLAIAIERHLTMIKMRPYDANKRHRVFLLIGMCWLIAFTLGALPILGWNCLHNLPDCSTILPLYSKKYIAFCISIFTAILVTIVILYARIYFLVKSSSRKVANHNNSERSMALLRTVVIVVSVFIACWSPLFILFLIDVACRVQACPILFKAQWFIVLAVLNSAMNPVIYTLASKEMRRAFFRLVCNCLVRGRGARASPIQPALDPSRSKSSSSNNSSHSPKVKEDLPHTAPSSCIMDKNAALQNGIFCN
# SRC2 TRFRET art: counter-screen for PPARgamma SRC-2 recruitment agonists: TR-FRET artefact. active compounds read high. TR-FRET ratio at 8 µM. hit rate 0.4% among 200,000; in the data active = TR-FRET ratio above about 2000; note: inactives centre near 1500; reference of the scale not given here
# ROMK primary: human ROMK K+ channel modulation, primary screen; Tet-inducible ROMK, thallium flux fluorescence; actives lie on both sides; B-score at 10 µM; hit rate 2% among 130,000; AID 1918;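 active = signal ratio slope over the read window, or its plate-corrected B-score, at least 3 SD from the plate mean, either direction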;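 note: B-score of the F/F0 ratio slope over 7 to 12 s after thallium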
# Target sequence (P48048 whole entry, looked up): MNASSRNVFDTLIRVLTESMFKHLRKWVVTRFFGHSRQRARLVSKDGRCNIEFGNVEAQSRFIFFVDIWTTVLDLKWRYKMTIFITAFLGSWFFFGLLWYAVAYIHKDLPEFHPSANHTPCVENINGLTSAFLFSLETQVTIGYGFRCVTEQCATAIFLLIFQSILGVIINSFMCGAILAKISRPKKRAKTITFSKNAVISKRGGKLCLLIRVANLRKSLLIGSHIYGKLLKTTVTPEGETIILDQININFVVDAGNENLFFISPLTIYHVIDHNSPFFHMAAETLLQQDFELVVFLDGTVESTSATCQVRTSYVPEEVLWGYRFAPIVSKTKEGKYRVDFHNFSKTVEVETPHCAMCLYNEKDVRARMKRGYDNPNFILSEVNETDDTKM
# Efa HMGR inh: E. faecalis class II HMG-CoA reductase inhibition; purified E. faecalis HMGR, NADPH absorbance 340 nm kinetic; inhibition, % at 10 µM; hit rate 0.41% among 190,000; AID 1066;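 active = inhibition above a set limit, the median over all tested compounds plus 3 SD, cut at about 9.5% in these data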;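 note: enzyme runs in reverse so mevalonate oxidation gives rising NADPH absorbance; 0% = complete reaction with DMSO and 100% = background rate lacking mevalonate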
# PPARg SRC-2 ag: PPARgamma-driven SRC-2 recruitment agonism. P37231. PPARgamma LBD-SRC-2 recruitment, biochemical. activation, % at 8 µM. hit rate 0.34% among 200,000; in the data active = activation above about 22%;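 note: 0% = vehicle and 100% = reference agonist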
# bIAP inhibitor: blocks bovine intestinal alkaline phosphatase activity | purified bovine IAP, CDP-star luminescence, 30 min | inhibition, % at 20 µM | 190,000 tested, under 10 active;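 active = over 50% inhibition of intestinal alkaline phosphatase at 20 µM in the single-dose screen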
#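 Assay system: bovine IAP enzyme; medium: DEA buffer 100 mM, pH 9.8, with MgCl2 1.0 mM, ZnCl2 0.02 mM; doses: 20 µM single dose; incubation: enzyme reaction for 30 min at room temperature; detection: CDP-star luminescence signal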
# RAM network inh: yeast RAM network inhibition; S. cerevisiae dse1pr::URA3 reporter, 5-FOA growth OD615, 2 d; analog-sensitive cbk1-as2 kinase mutant strain; inhibition, % at 50 µM; hit rate 1.8% among 190,000; AID 868;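 active = inhibition above a set limit, 3 SD over mean compound inhibition, cut at about 8.4% in these data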;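 note: 0% = DMSO-only wells with no growth and 100% = 10 µM 1-NA-PP1 full growth; inhibition rescues growth on 5-FOA so higher OD means more RAM inhibition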
# PPARg SRC-1 ag: PPARgamma-driven SRC-1 recruitment agonism; P37231; PPARgamma-SRC-1 coactivator recruitment biochemical assay; activation, % at 8 µM; hit rate 0.41% among 200,000; AID 631; in the data active = activation above about 19%;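 note: 0% = DMSO and 100% = reference agonist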
# Active calls of the source: *; . = not tested or not shown.
molecule	Redox H2O2 prof	L major viab	PPARg SRC-3 ag	S1P3 antagonist	SRC2 TRFRET art	ROMK primary	Efa HMGR inh	PPARg SRC-2 ag	bIAP inhibitor	RAM network inh	PPARg SRC-1 ag
Cc1cc(C)n(-c2ccc(C(=O)OCC(=O)c3ccc(Br)s3)cc2)n1	3.0	18	36*	5	3035*	0.35	0	28*	16	5.9	20*
Cc1ccc(/C=N/NC(=O)CCCOc2ccc(Cl)cc2Cl)cc1	0.8	-1	3	-8	1438	0.019	1	-3	19	12*	4
COc1ccc(C)cc1N/C(N)=N/c1nc(C)cc(C)n1	-0.1	43	0	13	1530	-0.018	-1	-1	-32	0.1	1
CCOC(=O)CC1=NN(c2ccccc2)C(=O)/C1=C\c1ccc(N(C)C)cc1	0.1	96*	-2	-5	1482	0.34	4	-1	-33	6.1	-1
O=C(C1CC1)N1CCCC(c2ccc(Cl)cc2)=N1	-0.6	-14	-4	0	1593	-2.1	10*	2	0	-2.1	-1
Cc1ccc(Cl)cc1NC(=O)c1ccc(NC(=O)CCC(=O)O)cc1	2.7	53*	-1	-3	1609	1.4	-4	-5	5	2.0	4
CCOC(=O)C1CCN(C(=O)c2cccc(NC(=O)C(CC)CC)c2)CC1	2.5	2	-14	-5	1382	.	-5	-6	-8	0.8	-11
COc1cccc(C2C(C(=O)Nc3nc4ccccc4s3)=C(C)NC3=C2C(=O)CC(C)(C)C3)c1OC (centres undefined)	-4.7	58*	8	.	1487	0.97	-6	4	-49	2.3	6
CC1CCN(Cc2nc3c(c(=O)n(C)c(=O)n3C)n2CCCc2ccccc2)CC1	0.1	5	0	2	1355	-0.055	-3	1	-1	-0.3	6
O=C(Nc1cccc(NC(=O)c2cccs2)c1)c1cccnc1	-2.0	3	-4	-1	1585	0.39	-4	3	-13	0.5	5
CCN(c1ccc(NC(=O)COC(=O)/C=C/c2cccs2)cc1)C(C)C	-0.7	-5	1	-19	1780	-2.3	0	13	-21	1.9	5
CN(C)Cc1cn(CCC(=O)O)c2ccccc12	-3.2	-8	0	-4	1449	-0.0076	.	0	.	.	-1
Nc1nc(SCc2c(F)cccc2Cl)[nH]c(=O)c1-c1ccccc1	0.3	-5	6	.	1483	0.026	-8	6	2	2.5	5
CCCCCc1c(C)c(C#N)c2nc3ccccc3n2c1-n1ccnc1C	-1.3	15	3	.	1588	-0.34	1	4	6	0.8	2
O=S(=O)(NC1CCCC1)c1ccc(S(=O)(=O)N2CCc3ccccc32)cc1	-3.5	48	4	1	1672	.	-1	7	11	1.4	5
CN(C)C(=S)Nc1ccc2ccccc2c1	-0.1	-3	1	-2	1683	.	-6	9	-2	0.0	14
COc1ccc(Cl)cc1C(=O)Nc1ccc(N(C)C(C)=O)cc1	0.2	-4	1	.	1530	-1	2	6	-3	0.9	1
Cc1ccc(S(=O)(=O)N(C)C)cc1-n1c(SCC(=O)Nc2ccc(F)c(F)c2F)nc2ccccc2c1=O	-0.7	31	2	-2	1562	.	0	-1	10	8.0	8
CC(=O)Nc1ccc(Oc2cc(C#N)c(C#N)cc2N2CCCCCC2)cc1	-0.2	21	0	8	1568	.	-4	13	-19	4.8	6
COc1ccc(C(C[N+](=O)[O-])c2c(C)[nH]c3ccccc23)cc1OC (centres undefined)	10	16	4	-8	1565	0.077	-6	-3	8	-0.2	1

# Entries listed above that bear a hit mark in Efa HMGR inh.
SMILES,Redox H2O2 prof,PPARg SRC-3 ag,S1P3 antagonist,ROMK primary,Efa HMGR inh,PPARg SRC-2 ag,bIAP inhibitor,RAM network inh,PPARg SRC-1 ag
O=C(C1CC1)N1CCCC(c2ccc(Cl)cc2)=N1,-0.6,-4,0,-2.1,10*,2,0,-2.1,-1

# (next part)
molecule	Redox H2O2 prof	L major viab	PPARg SRC-3 ag	S1P3 antagonist	SRC2 TRFRET art	ROMK primary	Efa HMGR inh	PPARg SRC-2 ag	bIAP inhibitor	RAM network inh	PPARg SRC-1 ag
CCOc1ccc(N(CC(=O)N/N=C/c2cccnc2)S(C)(=O)=O)cc1	2.4	6	6	2	1584	0.53	2	9	-7	3.0	8
COc1ccccc1NC(=O)Cc1csc(N)n1	2.3	-1	-7	-13	1434	.	-4	-1	12	1.6	2
CCC1CC(C)(C(=O)Nc2ccc(S(N)(=O)=O)cc2)OC1=O (centres undefined)	-1.4	-8	-3	-50	1510	.	-11	1	0	0.7	-6
Cc1ccc(C)c(/C(O)=C2/C(=O)C(=O)N(CCN3CCOCC3)C2c2ccc(C)o2)c1 (centres undefined)	1.6	6	-5	-15	1622	-0.8	3	-2	-3	0.1	7
COc1ccc(OC)c(NC(=O)c2nc3ccccc3s2)c1	6.4	-6	1	11	1848	-0.46	5	6	1	6.8	13
COC(=O)C1CCN(C(=O)C23CCC(C)(C(=O)O2)C3(C)C)CC1 (centres undefined)	0.5	-4	-6	-33	1476	0.18	-2	7	-14	1.6	0
CCOC(=O)C1CCCN(S(=O)(=O)c2c(C)c(C)cc(C)c2C)C1 (centres undefined)	2.2	50	0	.	1566	.	-4	-2	0	-1.1	2
COc1cc(/C=N/Nc2ncc(C(F)(F)F)cc2Cl)cc(OC)c1OC	0.2	25	-3	-8	1802	.	-7	7	.	2.8	8
CCOc1ccccc1C(=O)N1CCCCC1C (centres undefined)	4.3	-1	13	0	1486	.	-2	5	9	0.3	-2
CCN(c1ccc(OC)cc1)S(=O)(=O)c1ccc2c(c1)CCN2C(=O)CCC(=O)O	0.7	-4	-4	-12	1280	.	5	1	-7	0.3	-1
CCOC(=O)C(C(=O)OCC)C(C(=O)OCC)N1CCOCC1 (centres undefined)	0.9	100*	8	.	1360	.	-4	-3	4	1.2	1
COc1ccc(N(CC(=O)Nc2c(C)n(C)n(-c3ccccc3)c2=O)S(=O)(=O)c2ccc(C)cc2)cc1	0.0	-10	2	-13	1342	-0.28	6	-5	-8	2.1	-4
Cc1cccc(CSc2ccc3nnc(-c4cccnc4)n3n2)c1	-0.1	15	2	-8	1577	-1	1	7	11	1.6	-3
Cc1cccc(Cc2nnc(CCC(=O)NCc3cn4ccccc4n3)o2)c1	-0.4	-5	4	-6	1573	-0.55	0	4	-3	1.1	5
Cc1ccc(-c2ccc(=O)n(CC(=O)NCCCN3CCCCC3C)n2)cc1 (centres undefined)	0.5	-2	6	-12	1481	.	2	10	-1	1.2	3
CCCNC(=O)OC[C@H]1O[C@H](CCO/N=C(\C)CCN2CCc3nc(-c4ccccc4)c(-c4ccccc4)cc3C2)C=C[C@@H]1Oc1ccc(OC)cc1	7.7	-5	11	-11	1582	-3.3	-5	-1	10	0.3	8
Cc1n[nH]c(=O)nc1NCc1ccccc1	-1.7	-1	0	-22	1493	-0.62	0	1	20	1.5	0
CCCC(=O)Nc1cc(-c2nn(C)c(=O)c3ccccc23)ccc1OC	0.1	21	-2	-6	1635	.	-1	-6	2	1.0	-13
CCC(C)(C)NC(=O)C(c1ccc(C)cc1)N(Cc1cccs1)C(=O)c1ccc2c(c1)OCCO2 (centres undefined)	2.0	20	2	.	1470	-1.9	1	2	-10	1.6	6
COc1ccc(Cn2nnnc2C(c2ccc(N(C)C)cc2)N2CCC(C(N)=O)CC2)cc1 (centres undefined)	-1.5	1	2	-8	1701	-0.0023	-4	14	2	0.5	9
NC(=S)Nc1ccc2cn[nH]c2c1	-0.1	-10	6	-12	1489	0.17	-2	-1	-9	1.0	-2
O=C(CN1CCN(c2ccccc2)CC1)Nc1ccccc1Sc1ccccc1	0.2	4	1	-16	1540	0.7	-8	4	45	1.1	0
COc1ccccc1CNC(=O)c1cc(=O)c2ccccc2o1	-1.5	16	7	-15	1643	-1	-6	10	4	2.2	9
CCn1c(=O)cc(SCC(=O)NCCCN2CCN(c3ccccc3F)CC2)c2ccccc21	0.6	0	96*	-10	3692*	.	5	79*	-8	-0.1	65*
CN(c1ncc(C(F)(F)F)cc1Cl)N1C(=O)c2cccc([N+](=O)[O-])c2C1=O	-1.3	-5	6	-41	1649	1.5	-1	2	1	4.0	-4
Cn1cnc([N+](=O)[O-])c1SCC(O)CCl (centres undefined)	-0.3	-5	-1	3	1425	-0.074	-1	-11	-9	-0.5	3
Cc1ccc(C(=O)N2CCN(c3ccc(NC(=O)COc4ccccc4C)cc3)CC2)cc1	-0.1	29	-3	-1	1591	0.22	2	0	-16	0.6	-3
Cc1ccc(/C(N)=N/OC(=O)CCC2CCCC2)cc1	-0.6	-3	-1	-31	1659	-0.21	-4	-3	6	-1.5	-1
O=C(Cn1nnc2ccccc21)N1CCCCC1	0.9	-3	14	.	1624	.	1	6	4	0.8	2
Cc1cc(=O)n2c(n1)OC(CO)C2 (centres undefined)	1.4	0	0	-14	1512	.	-1	-9	-3	0.8	1
O=C(CSc1ccc(-c2cccc([N+](=O)[O-])c2)nn1)N1CCCCC1	-0.2	-5	0	-8	1628	0.45	-2	3	-1	0.9	11
COC(=O)c1ccc(NC(=O)c2ccc(CN3CCOCC3)cc2)cc1	1.7	33	5	-33	1527	.	-7	-4	0	-0.8	2
CCOc1ccc(-n2c(C)nc3cc(C(=O)NCCCN4CCOCC4)ccc32)cc1	-0.2	-5	7	-34	1415	-0.15	0	0	-2	-0.3	1
Cc1cc(O)cc(=O)n1Cc1ccco1	0.0	0	9	-25	1621	0.77	1	4	6	2.9	1
CC(C)(C)OC(=O)NCCCCCc1nnc(SCC(N)=O)o1	0.2	-3	6	9	1758	.	-2	2	-6	-0.1	0
Cc1nc(C)c(C(=O)NCc2ccc(Cl)cc2)o1	-0.1	1	-11	10	1414	-0.053	1	-5	3	-0.2	-6
COCC(=O)Nc1c(C(=O)Nc2cccc(OC)c2)oc2ccccc12	0.0	7	5	1	1552	.	-1	-9	6	2.9	-5
CC(=O)c1ccc(NC(=O)c2cc3nc4c(c(C(F)(F)F)n3n2)CCCC4)cc1	-8.3	-6	11	.	1828	.	-1	0	10	4.5	12
COc1ccc(CCn2c(-n3nc(C)cc3C)nc3c2c(=O)[nH]c(=O)n3C)cc1	-2.6	-2	-7	-56	1500	0.56	.	4	.	.	-5
O=C(c1ccc(F)cc1)C(CCCCCC(CN1CCOCC1)C(=O)c1ccc(F)cc1)CN1CCOCC1 (centres undefined)	1.5	99*	8	.	1650	.	0	1	-1	0.7	1
Cc1cc(C)n2c(nc3ccccc32)c1C(=O)NCc1ccccc1	0.0	6	-1	-3	1510	.	0	3	-2	-0.5	3
Cc1cccc(NC(=O)CCOc2ccccc2)c1	1.6	3	10	.	1636	.	-1	9	12	2.5	4
Cc1nn(CC(=O)Nc2cccnc2)c(=O)c2ccccc12	-0.6	-6	3	-25	1450	0.18	-1	-4	2	-1.4	-1
